Source: PubChem BioAssay
FECH inh: inhibitors of human ferrochelatase, primary screen, biochemical, purified FECH, Ni-mesoporphyrin absorbance; 20,000 tested, 3.3% active; Ni-mesoporphyrin absorbance 550 nm; calls only at 10 µM (by protocol); AID 1671448, 2021;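 active = enzyme reaction rate more than 3 SD below the solvent-only control wells on the same plate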;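 also: lower slope than DMSO wells means FECH inhibition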
Target sequence (P22830 whole entry, looked up): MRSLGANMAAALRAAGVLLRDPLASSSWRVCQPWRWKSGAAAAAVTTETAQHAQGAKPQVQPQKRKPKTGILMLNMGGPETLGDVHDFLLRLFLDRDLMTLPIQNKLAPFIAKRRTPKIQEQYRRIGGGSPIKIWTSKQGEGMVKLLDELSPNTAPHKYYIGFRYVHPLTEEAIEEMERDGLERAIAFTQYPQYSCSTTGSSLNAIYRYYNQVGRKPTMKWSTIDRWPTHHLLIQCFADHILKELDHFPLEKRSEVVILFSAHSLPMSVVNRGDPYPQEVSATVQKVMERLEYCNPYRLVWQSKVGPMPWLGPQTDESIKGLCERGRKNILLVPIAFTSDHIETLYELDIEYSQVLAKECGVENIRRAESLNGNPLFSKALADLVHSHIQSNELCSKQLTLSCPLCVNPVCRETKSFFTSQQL
Calls only; i = inactive; + = active, no number. These rows are one share of the data (hit frequency here may not be typical).

SMILES	FECH inh
CN(Cc1ccccc1C(F)(F)F)Cc1cn[nH]c1C(=O)O	i
N[C@@H](Cc1ccc(O)cc1)C(=O)N1CCc2[nH]nc(-c3ccccc3F)c2C1	i
CC(C)NC(=O)[C@@H]1C[C@H](N)CN1C(=O)CC1=C(c2ccccc2)CCC1=O	i
CCc1cc(C(=O)N2Cc3cnc(CC(C)C)nc3C2)cs1	i
CN(CCCN1CCCCC1)C(=O)c1ccc2c(=O)n(C)cnc2c1	i
O=C(CN1C(=O)C2CCCCN2C(=O)c2ccccc21)NCC1CCCO1 (stereo unspecified)	i
CC(NC(=O)C1CCN(c2ncnc3c2nc2n3CCCCC2)CC1)c1ccccc1 (stereo unspecified)	i
CCCCOC(=O)N1CCc2c(nc(N(C)C)[nH]c2=O)C1	i
Cc1cc(C)cc(Nc2nc(NCc3ccc(F)cc3)nc3c2cnn3-c2ccccc2)c1	i
CCc1cc(Sc2ccc(NC(=O)Nc3cccc(C)c3)cc2)n2nc(C)nc2n1	i

A section taken from the entries so far:
SMILES	FECH inh
CN(Cc1ccccc1C(F)(F)F)Cc1cn[nH]c1C(=O)O	i
N[C@@H](Cc1ccc(O)cc1)C(=O)N1CCc2[nH]nc(-c3ccccc3F)c2C1	i
CC(C)NC(=O)[C@@H]1C[C@H](N)CN1C(=O)CC1=C(c2ccccc2)CCC1=O	i
CCc1cc(C(=O)N2Cc3cnc(CC(C)C)nc3C2)cs1	i

Next section.
SMILES	FECH inh
CCN(CCOc1ccccc1F)C(=O)c1cc(C(C)C)[nH]n1	i
CCOc1ncccc1-c1ccc(-c2nn[nH]n2)cc1	i
COc1cccc(C(=O)Nc2cc(C)nn2-c2ncnc3c2cnn3-c2cccc(C)c2C)c1	i
CCc1nc2nc(C)[nH]n2c(=O)c1NC(=O)Nc1ccc(C)c(F)c1	i
CC(=O)N1CCC(NCCCn2ccc3ccccc32)CC1	i
O=C(CN1CCN(Cc2ccccc2Cl)S1(=O)=O)Nc1ccc(F)cc1	i
CCCCSCCCNC(=O)c1cc2n(n1)CC(C)(C(=O)NCc1ccc(F)cc1)N(C)C2=O (stereo unspecified)	i
CCc1nnsc1C(=O)N1CCCC2(C1)C(=O)N(C)c1ccccc12 (stereo unspecified)	i
CN(C)C(=O)c1ccc2c(c1)N(CC(=O)NCc1ccccc1)C(=O)C1CCCCN21 (stereo unspecified)	i
CC(=O)c1ccc(NC(=O)CN2CCCN(Cc3ccccc3Cl)S2(=O)=O)cc1	i

Part of the list above in order of formula weight, lowest first.
SMILES	FECH inh
CCOc1ncccc1-c1ccc(-c2nn[nH]n2)cc1	i
O=C(CN1CCN(Cc2ccccc2Cl)S1(=O)=O)Nc1ccc(F)cc1	i
COc1cccc(C(=O)Nc2cc(C)nn2-c2ncnc3c2cnn3-c2cccc(C)c2C)c1	i

Next section
SMILES	FECH inh
COCC(=O)N1CCCN(CCC(C)c2ccccc2)CC1 (stereo unspecified)	i
Cc1nc(NC(=O)NCCC2CCCCCC2)nn1C	i
Cc1ccc(NCc2nc3nc(C(C)C)cc(=O)n3[nH]2)cc1Cl	+
COCC(C)(C)CNC(=O)[C@]12CC[C@](C)([C@@H](O)C1)C2(C)C	i
COc1ccc(Cn2c(CNS(=O)(=O)c3ccc(C)c(C)c3)nc3cccnc32)cc1	i
CCc1c(C)nc2ncnn2c1Sc1ccccc1NC(=O)Nc1cc(Cl)ccc1C	i
COc1ccc(Cn2c(CNS(=O)(=O)c3ccccc3)nc3cccnc32)cc1	+
Cc1ccc2nc(CN(C)Cc3cn[nH]c3C(=O)O)[nH]c2c1	i
COc1cccc(CNC(=O)CN2C(=O)CCc3cc(S(=O)(=O)N4CCCC4)ccc32)c1	i
CNS(=O)(=O)c1ccc(C2NCCc3[nH]cnc32)cc1 (stereo unspecified)	i
CSc1nc(NCCC2=CCCCC2)c(C#N)c(-c2ccc(C)cc2)n1	i
CCOC(=O)c1cc2ccsc2n1CC(=O)N(CC)c1ccccc1	+
Cc1cc2oc(=O)cc(CN(C)C(C)c3ccon3)c2cc1C (stereo unspecified)	i
CCCCc1ncc(CN2CCc3[nH]cnc3C2c2cccc(O)c2)[nH]1 (stereo unspecified)	i
CCOc1c(N2CCN(c3cccc(C)c3)C(C)C2)c(=O)c1=O (stereo unspecified)	i
O=C(Nc1ccc(CCO)cc1)c1ccc(CN2CCS(=O)(=O)CC2)cc1	i
Cc1csc2ncnc(-c3ccc(C(C)N4CCOCC4)cc3)c12 (stereo unspecified)	i
CC(=O)c1ccc(NC(=O)CN2CCCN(Cc3ccccc3)S2(=O)=O)cc1	i
Cc1ccc(NC2(C(=O)NCCc3nc(C)cc(C)n3)CCCC2)cc1	i
Cc1cc(NC(=O)COc2ccc(F)cc2)n(-c2ncnc3c2cnn3-c2ccc(Cl)cc2)n1	i

FECH inh, hit marks shown above
SMILES	FECH inh
Cc1ccc(NCc2nc3nc(C(C)C)cc(=O)n3[nH]2)cc1Cl	+
COc1ccc(Cn2c(CNS(=O)(=O)c3ccccc3)nc3cccnc32)cc1	+
CCOC(=O)c1cc2ccsc2n1CC(=O)N(CC)c1ccccc1	+

The results go on:
SMILES	FECH inh
CCC(=O)Nc1cccc(C(=O)N2CCC(Oc3ncccn3)CC2)c1	i
CN(Cc1n[nH]c(=O)n1Cc1cccs1)S(C)(=O)=O	i
O=S(=O)(NCc1ccccc1)NC(Cn1cccn1)c1ccccc1 (stereo unspecified)	i
O=C1CN(Cc2ccccc2Cl)S(=O)(=O)c2ccccc2N1Cc1cccc(C(F)(F)F)c1	i
O=S(=O)(NCc1nc2cccnc2n1C1CCCCC1)c1ccc(F)c(Cl)c1	i
CCS(=O)(=O)NCc1nc2cccnc2n1C1CCCCC1	i
COc1ccc(-c2cc3n(n2)CCC(=O)N3Cc2ccc(C(=O)Nc3ccc(F)cc3F)cc2)cc1	i
CCOC(=O)CN1CCC2(CCCN(C(=O)c3cc(F)ccc3F)C2)C1 (stereo unspecified)	i
CCc1cccc(NC(=O)CN2CCN(Cc3ccccc3Cl)S2(=O)=O)c1	i
CC(=O)N1CCc2c(nc(C)nc2N(C)CC2CCCCO2)C1 (stereo unspecified)	i
CCOc1ccc(N2CC(NC(=O)c3ccc(S(=O)(=O)N4CCOCC4)cc3)CC2=O)cc1 (stereo unspecified)	i
COc1ccc(CNc2nc3nc(CNc4ccccc4F)cc(=O)n3[nH]2)cc1	i
COc1ccc(N2CC(NC(=O)C(=O)c3c[nH]c4ccccc34)CC2=O)cc1 (stereo unspecified)	i
Cc1cccc(CN2CCN(CC(=O)Nc3ccc(C)c(C)c3)S2(=O)=O)c1	+
Cc1cc(C)cc(S(=O)(=O)NCc2nc3cccnc3n2Cc2ccccc2)c1	i
CC(C)CN1CCC(CNC(=O)c2ccc(N3CCN(C)C(=O)C3)nc2)C1 (stereo unspecified)	i
Cc1ccccc1S(=O)(=O)N1CCN(Cc2nc3cccnc3n2-c2ccccc2)CC1	i
CCCN(CCC)c1nc(Nc2ccc(Cl)cc2)c2cnn(-c3ccccc3)c2n1	i
CCCN1CCc2c(sc(NC(=O)c3ccc(S(=O)(=O)N4CCOCC4)cc3)c2C(=O)OC)C1	i
CC(=O)Nc1ccc(Cl)c(C(=O)NCC2(Cn3cccn3)CC2)c1	i

3 entries from above in a different format.
SMILES,FECH inh
Cc1ccccc1S(=O)(=O)N1CCN(Cc2nc3cccnc3n2-c2ccccc2)CC1,i
COc1ccc(CNc2nc3nc(CNc4ccccc4F)cc(=O)n3[nH]2)cc1,i
CC(C)CN1CCC(CNC(=O)c2ccc(N3CCN(C)C(=O)C3)nc2)C1 (stereo unspecified),i

Later entries.
SMILES	FECH inh
CCN1C(=O)C2(c3ccccc31)C(C(=O)Nc1cc(C)cc(C)c1)CC1CSCN12 (stereo unspecified)	i
CC(c1n[nH]c(=O)n1Cc1cccs1)n1cccn1 (stereo unspecified)	i
CCN(CC)c1ncccc1CNC(=O)c1cc(=O)[nH]c2ccccc12	i
Cc1ccc(C(=O)NCCc2ccc(S(N)(=O)=O)cc2)cc1NC(=O)C1=CSCCO1	i
COc1ccc(OC)c(S(=O)(=O)N2CCN(c3cc(-c4cccc(F)c4)ncn3)CC2)c1	i
Cc1cc(C(C(=O)O)N2CCN(c3nc4ccccc4o3)CC2)ccc1F (stereo unspecified)	i
COc1cc(Cl)ccc1S(=O)(=O)N1CCN(Cc2nc3cccnc3n2-c2ccc(C)cc2)CC1	i
COc1cccc(C(=O)Nc2cc(C)nn2-c2ncnc3c2cnn3-c2cccc(Cl)c2)c1OC	i
Nc1nc(CCC(=O)N2CCOC(c3ccc(Cl)cc3)C2)cs1 (stereo unspecified)	i
CCn1cc(CN(C)C2CCCc3ccccc32)cn1 (stereo unspecified)	i
Cc1cccc(C(=O)N(Cc2nc3nc(C)cc(C)n3n2)c2cccc(C)c2)c1	i
COc1cccc(Nc2nc(NCCCO)nc3c2cnn3-c2ccccc2)c1	i
CC(=O)N[C@H]1C[C@@H](C(c2ccccc2)c2ccccc2)O[C@@H](C(C)C)C1	i
Cc1cc(C)cc(Nc2nc(N3CCCC3)nc3c2cnn3-c2ccccc2)c1	i
O=C1NC(Cc2ccc(F)cc2)(C2CCNCC2)C(=O)N1CCc1ccncc1 (stereo unspecified)	i
O=C(Nc1ccc2c(c1)OCO2)N1CCC(n2cnc3cccnc32)CC1	i
O=C(CC1CCN(S(=O)(=O)c2ccccc2)CC1)NCCN1CCCCC1	i
CCOC(=O)c1c(NC(=O)c2c(F)cccc2F)sc2c1CCN(CC)C2	i
CC(NCc1cn(CCC(N)=O)c2ccccc12)c1nc2ccccc2[nH]1 (stereo unspecified)	i
CCN(CCO)c1nc(Nc2cc(C)cc(C)c2)c2cnn(-c3ccccc3)c2n1	i
COc1cc(C)c(S(=O)(=O)N2CCN(c3nc(C)cc(N4CCOCC4)n3)CC2)cc1C	i
Cc1cccc(SC2CCN(Cc3c(CO)cnc(C)c3O)CC2)c1	i
CC(C)Oc1cccc(F)c1-c1ccc(N)nc1	i
COc1ccc(NC(=O)CN2C(=O)CCc3cc(S(=O)(=O)N4CCCC4)ccc32)cc1OC	i
Cc1cccc(SC2CCN(CCC(F)(F)F)CC2)c1	i
CCCCN(C)C(=O)C1CCC(Cn2c(=O)c3sccc3n(CC(=O)N(CC)CC)c2=O)CC1 (stereo unspecified)	i
CCc1ccc(NS(=O)(=O)c2ccc(C(=O)N(C)C)s2)cc1	i
CCc1ccc(-n2c(CN3CCN(C(=O)NCc4ccc(OC)cc4)CC3)nc3cccnc32)cc1	i
C=Cc1ccc(CN(c2nc3nc(C)c(Cl)c(C)n3n2)S(=O)(=O)c2ccccc2)cc1	i
COC(=O)[C@H](C)NC(=O)Cc1csc(-c2ccccc2)n1	i
CC(C)c1cc(C(=O)N2CCC3(CN(C)C(=O)O3)C2)no1 (stereo unspecified)	i
COCCNc1nc(Nc2ccc(F)cc2)c2cnn(-c3ccccc3)c2n1	i
CCOC(=O)Cn1c(=O)n(-c2ccc(F)cc2)c2nc(-c3ccc(C(C)C)cc3)nc(C(N)=O)c21	i
COc1cccc(NC(=O)c2ccc(=O)n(Cc3ccccc3C)c2)c1	i
CCOc1ccccc1C(=O)Nc1cc(C)nn1-c1ncnc2c1cnn2-c1ccc(Cl)cc1	i
COc1ccc(OC)c(Nc2nc(N3CCN(CCO)CC3)nc3c2cnn3-c2ccccc2)c1	i
O=C(C1=Cc2ccccc2OC=C1)N1CC(c2cccnc2)C1	i
COc1ccc(C(=O)N2CCc3[nH]nc(-c4ccc(F)c(F)c4)c3C2)c(O)c1	i
COCC(NC1CSCCSC1)c1ccnn1C (stereo unspecified)	i
CN(Cc1cn[nH]c1-c1ccc(F)cc1)C(=O)CCn1cncn1	i
COc1ccc(CN(Cc2cccc(C)c2)C(=O)CNC(C)=O)cc1	i
O=S(=O)(NCc1ccccc1)N1CCc2[nH]nc(C3CCC3)c2C1	i
COc1cc(C(=O)NCc2nc3cccnc3n2Cc2ccc(C)cc2)cc(OC)c1OC	i
CCc1nnc(CN(CC)C(=O)c2cn(-c3ccccc3)nn2)o1	i
COc1cc(Cl)ccc1C(=O)N1CCNCC(CC(=O)O)C1 (stereo unspecified)	i
Cc1nc(C)c(C(=O)N2CCn3c(C(N)=O)cnc3C2)s1	i
CC(C)c1cc(C(=O)N(C)CC2CCN(c3ccccc3)C2)no1 (stereo unspecified)	i
CC(C)(C)CN1CCCC2(CCN(C(=O)c3ccc4n[nH]nc4c3)C2)C1=O (stereo unspecified)	i
c1cnc2c(-c3ccc(NC4CC4)nn3)cccc2c1	i
O=C(O)c1ccc(-c2ncnc3[nH]ccc23)s1	i

Further results.
SMILES	FECH inh
Cc1ccc(S(=O)(=O)N2CCN(c3nc(C)cc(N(C)C)n3)CC2)cc1	i
CCc1ocnc1C(=O)N1CCCC(C(=O)c2ccccn2)C1 (stereo unspecified)	i
Cc1ccc(NC(C)(C(=O)NCC(C)(C)CO)c2ccccc2)cc1 (stereo unspecified)	i
CC(=O)Nc1c2n(c3ccccc13)CC(C)(C(=O)NC1CCCCC1)N(C1CCCCC1)C2=O (stereo unspecified)	i
COCCNC(=O)C1CCCN(C2CCN(c3ccc4ccccc4n3)CC2)C1 (stereo unspecified)	i
CCNC(=O)[C@@H]1C[C@H](N)CN1Cc1cccc2c1OC(F)(F)O2	i
O=C1CCCc2cc(S(=O)(=O)N3CCCC3C(=O)N3CCOCC3)ccc2N1 (stereo unspecified)	i
CN1CCN(C(=O)C2(c3ccc(F)cc3)CC2)CC1=O	i
COc1ccc(Nc2cc(C)nc(N3CCN(S(=O)(=O)c4ccc(C)c(C)c4)CC3)n2)cc1	i
COC(=O)CNC(=O)NCCc1nc2cccnc2n1Cc1ccccc1	i
CC(=O)NCC1=CCN(CCNC(=O)c2ccccc2)CC1	i
CCc1ccc(NC(=O)CN2CCCN(Cc3ccccc3)S2(=O)=O)cc1	i
NC(=O)c1csc(-c2cccc(C(=O)O)c2)n1	i
COc1cccc(NC(=O)C2CCN(c3ccc(-c4cccs4)nn3)CC2)c1	i
CCN1C(SCC(=O)Nc2cc(C)ccc2OC)=NS(=O)(=O)c2ccccc21	+
Cc1nc(C(=O)NCC2(c3ccc(F)cc3)CCOC2)cs1 (stereo unspecified)	i
